# Assay outcomes deposited in PubChem BioAssay by National Center for Advancing Translational Sciences (NCATS).
# Tb PYK inh – qHTS of Trypanosoma Brucei Inhibitors; actives 0.12% (n = 410,000); TbPYK enzyme, Kinase-Glo Plus ATP luminescence, 45 min; Potency, µM (doses to about 76.8 µM), for the others: top-dose activity, negative = inhibition, most hits filed as inhibitors; pyruvate kinase (Trypanosoma brucei), Q57TT1; note: potency is the fitted concentration of half-maximal effect; % is set by controls: 0 for no effect and ±100 for the full control effect; nearly all actives have a fitted effect of over 50% in size
#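 Enzyme and substrate buffer are dispensed first and compound is pin-transferred. ADP at 130 uM final then starts the reaction, which runs 45 min at room temperature. Detection reagent is added for 10 min before luminescence is imaged.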
# AmpC inh no detg – qHTS Inhibitors of AmpC Beta-Lactamase (assay without detergent). P00811. AmpC nitrocefin hydrolysis, absorbance 480 nm, 0.0001% Triton. Potency, µM (series often up to 57.1 µM), without a hit: at the top dose activity change, negative = inhibition, actives largely listed as inhibitors. actives 0.52% (n = 330,000). AID 485341, 2010;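 note: potency is the fitted concentration of half-maximal effect; plate controls were no compound for no effect and no enzyme for full effect; nearly all actives have a fitted effect of over 20% in size; some results filed as inactive show a strong effect at the top dose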
# Target sequence (P00811 whole entry, looked up): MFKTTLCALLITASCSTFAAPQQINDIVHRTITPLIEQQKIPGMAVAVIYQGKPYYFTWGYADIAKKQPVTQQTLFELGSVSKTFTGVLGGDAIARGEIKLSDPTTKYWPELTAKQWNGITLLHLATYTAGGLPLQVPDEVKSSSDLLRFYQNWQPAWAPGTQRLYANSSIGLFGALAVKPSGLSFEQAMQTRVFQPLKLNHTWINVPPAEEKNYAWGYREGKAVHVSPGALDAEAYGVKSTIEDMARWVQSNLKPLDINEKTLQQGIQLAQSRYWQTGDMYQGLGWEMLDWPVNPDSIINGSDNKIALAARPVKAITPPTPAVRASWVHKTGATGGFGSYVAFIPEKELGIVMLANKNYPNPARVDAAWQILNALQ
#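 20 mM phosphate pH 7.0 + 0.01% (detergent screen) or 0.0001% Triton X-100; 5.3 nM AmpC reagent; cpd preinc 15 min RT; nitrocefin (800 uM stock) to start; A480 q20 s × 4 min; Activity was normalised to no-enzyme and no-compound control wells.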
# Pf growth 96h – Primary qHTS for delayed death inhibitors of the malarial parasite plastid, 96 hour incubation | P. falciparum luciferase reporter growth, 96 h | Potency, µM (titrated, usually from 28.7 µM), for inactives: at the top dose activity change, negative = inhibition, hits mostly inhibitors | actives 6.9% (n = 320,000) | AID 504834, 2011; note: potency is the fitted concentration of half-maximal effect; % is set by controls: 0 for no effect and ±100 for the full control effect
#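 P. falciparum expressing integrated firefly luciferase, in erythrocytes at 2% hematocrit, 0.05% parasitemia, incubated with compounds 96 h at 37 C, 5% CO2. Growth inhibition read as loss of luminescence; two-generation exposure targets delayed-death apicoplast inhibitors.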
# LmPK inhibitor – qHTS Assay for Inhibitors of Leishmania Mexicana Pyruvate Kinase (LmPK); purified LmPK, Kinase-Glo ATP luminescence, 1 h; actives 0.37% (n = 290,000); AID 1721, 2009; Potency, µM (highest dose often 57.5 µM), inactives show at the highest dose activity change, negative = inhibition, most hits filed as inhibitors; Q27686; note: potency is the fitted concentration of half-maximal effect; % is set by controls: 0 for no effect and ±100 for the full control effect
# Target sequence (Q27686 whole entry, looked up): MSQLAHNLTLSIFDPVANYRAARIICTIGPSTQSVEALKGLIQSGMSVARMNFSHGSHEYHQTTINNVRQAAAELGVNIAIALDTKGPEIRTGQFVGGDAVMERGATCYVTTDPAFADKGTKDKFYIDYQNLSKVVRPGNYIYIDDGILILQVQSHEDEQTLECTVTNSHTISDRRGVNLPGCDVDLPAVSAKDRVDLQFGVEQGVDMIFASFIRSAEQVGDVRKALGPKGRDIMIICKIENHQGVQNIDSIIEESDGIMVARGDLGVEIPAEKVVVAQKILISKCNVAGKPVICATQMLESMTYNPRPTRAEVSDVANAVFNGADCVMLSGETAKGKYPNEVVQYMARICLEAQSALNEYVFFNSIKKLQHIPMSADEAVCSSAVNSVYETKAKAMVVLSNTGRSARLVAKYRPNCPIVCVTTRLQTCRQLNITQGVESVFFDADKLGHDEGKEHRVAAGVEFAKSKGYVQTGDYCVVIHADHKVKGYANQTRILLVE
#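 qHTS format; LmPK 0.1 nM; substrates PEP 0.5 mM and ADP 0.1 mM. One-hour room-temperature incubation, then coupled luciferase luminescence; 0.5 nM enzyme wells mark activation.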
# Pf growth 48h – Primary qHTS for delayed death inhibitors of the malarial parasite plastid, 48 hour incubation. P. falciparum luciferase growth in erythrocytes, 48 h. Potency, µM (highest dose often 28.7 µM), inactives show at the highest dose activity change, negative = inhibition, actives largely listed as inhibitors. actives 5.9% (n = 310,000). AID 504832, 2011; note: potency is the fitted concentration of half-maximal effect; % is set by controls: 0 for no effect and ±100 for the full control effect
#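 Cell-based growth assay: transgenic P. falciparum expressing firefly luciferase, cultured in red cells within RPMI 1640 containing 0.5% w/v Albumax, 24 mM bicarbonate and gentamycin. A drop in luciferase activity indicates inhibition.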
# Shiga inhibitor – A qHTS for Small Molecule Inhibitors of Shiga Toxin; AID 2315, 2010; inhibition, % at 38.7 µM; actives 9.2% (n = 290,000); Vero cells, Shiga toxin protein synthesis inhibition reporter; in the data active = inhibition mostly above about 28%, no sharp cut-off; inactive = mostly below about 43%; note: 0% is about no effect
# Cycloheximide cs – Cycloheximide Counterscreen for Small Molecule Inhibitors of Shiga Toxin; cell reporter, cycloheximide protein synthesis inhibition counterscreen; actives 12% (n = 300,000); max response, %; AID 2314, 2010; in the data active = max response mostly above about 13%, no sharp cut-off; inactive = mostly below about 14%; note: read at 38.3 µM for the half of the compounds with a filed dose; 0% is about no effect
# Starred values were filed as active, the others as inactive; i = inactive; ? = inconclusive; / = not tested or not shown; [ ] = another dose, or the depositor's remark. Unless noted, calls come from the whole dose curve; as a rule, active = well fitted curve in the direction sought with a large enough effect; inconclusive = small, poorly fitted or top-dose-only effect, or another doubt; inactive = no such curve, though single readings can be large; an effect the other way counts as inactive or inconclusive.
SMILES,Tb PYK inh,AmpC inh no detg,Pf growth 96h,LmPK inhibitor,Pf growth 48h,Shiga inhibitor,Cycloheximide cs
CCCNC(=O)Cc1c(C)n(C(=O)c2ccc(Cl)cc2)c2ccc(OC)cc12,-1%,80%[activator],-17%,-5%,?,-34,-4
CCOCc1cc(CN2CCC(CCC(=O)NC3CC3)CC2)ccc1OC,-3%,-4%,9.3µM*,-3%,3%,0,-2
COc1cc(Cl)cc(C(c2c(C(=O)O)[nH]c3ccccc23)c2c(C(=O)O)[nH]c3ccccc23)c1O,0%,-43%,?,-22%,4%,-7,0
Cc1ccc(C)c(OC2=NS(=O)(=O)c3ccccc32)c1,-19%,-16%,34%[activator],10µM*,2%,-4,2
Cc1ccc2nc(Nc3ccc(C)c(Cl)c3)c3nncn3c2c1,4%,-1%,25%,-1%,?,16,-1
COc1ccccc1NC(=O)Cn1c(CN2CCCCC2)nc2ccccc2c1=O,-5%,4%,65%[activator],1%,-25%,-10,-4
Nc1ccc(Oc2ccc3c(c2)C(=O)N(CC2CCCO2)C3=O)cc1 (centres undefined),-1%,-16%,68%[activator],10%,?,50*,42*
COc1ccnc(N2CCN(c3ccccc3)CC2)c1C#N,-18%,6%,51%[activator],1%,49%[activator],40*,29*
O=C(NCc1nc2ccccc2[nH]1)C1=C[C@@H](C2CCCCC2)C[C@@H](OCc2ccc(CO)cc2)O1,1%,7%,?,5%,?,46*,11
COc1ccc2[nH]cc(CCNC(=O)c3ccc4ccccc4n3)c2c1,-3%,-18%,11%,4%,8%,-1,8
COc1ccc2oc(C(=O)NC3(C)CCS(=O)(=O)C3)c(C)c2c1 (centres undefined),-4%,-8%,33%[activator],/,13%,/,/
CC(C)(O)c1[nH]c2cc(F)ccc2c1C(C)(C)O,5%,?,?,-11%,-56%,-6,1
Cc1ccc(/C=N/NC(=O)CCCOc2ccc(Cl)cc2Cl)cc1[N+](=O)[O-],2%,-23%,/,6%,3%,-9,-2
O=c1oc(-c2cccs2)nc2sc3c(c12)CCCC3,-9%,-7%,1%,-16%,/,0,-2
CC(C)CCNS(=O)(=O)c1ccc(-c2ccc(S(=O)(=O)NCCC(C)C)cc2)cc1,4%,-37%,/,5%,8%,8,-6
CC(C)CN(C(=O)CSc1nc2ccccc2o1)c1c(N)n(Cc2ccccc2)c(=O)[nH]c1=O,6%,2%,?,/,?,/,/
c1ccc(-c2nnc(SCc3cn4ccsc4n3)o2)cc1,-2%,-14%,0%,-2%,-77%,93*,30*
O=C(Nc1cccnc1)c1ccccc1F,-2%,-17%,145%[activator],-1%,56%[activator],14,4
COc1cccc(NC(=S)NC(=O)Cc2ccc(Cl)cc2)c1,3%,-44%,22%,0%,25%,17,0
Cn1c(=O)c2c(nc(CN3CCc4ccccc4C3)n2Cc2cccc(Cl)c2)n(C)c1=O,0%,69%[activator],1.9µM*,2%,3.3µM*,-7,-3
CCOC(=O)c1c(CCl)nc2ccccc2c1C,7%,0%,?,3%,?,11,10
C=C1CC[C@@]23CC[C@]4(C)[C@@](OC2=O)([C@@H]3C1)[C@H]1O[C@H]1C1[C@@]2(C)CC[C@H](O)C(C)(C)C2CC[C@]14C (some centres undefined),-2%,77%[activator],33%[activator],/,?,/,/
COc1ccc(-c2cc(C(F)(F)F)nc(N3CCCCCC3)n2)cc1,0%,-18%,16%,-14%,2%,-8,-2
O=C(NCCc1ccccc1)c1nc(-c2cccs2)no1,1%,-37%,0%,0%,27%,90*,45*
O=C(CS(=O)(=O)c1ccccc1)Nc1nc(-c2ccc(F)cc2)cs1,4%,-50%,?,13%,3%,32,8
S=C1NCN(Cc2ccco2)CN1,1%,-13%,61%[activator],1%,40%[activator],2,-1
Cc1ccc(C2(C)NC(=O)N(CCOc3ccccc3)C2=O)cc1 (centres undefined),-7%,-10%,?,-2%,-23%,-8,-3
CCSc1c(C(=O)NC)ccc2c1C(=O)c1ccccc1C2=O,0%,-21%,15µM*,-2%,-9%,-15,-2
CC(C)(C)c1ccc(CN(Cc2ccccc2)C(c2ccccn2)c2nnnn2C(C)(C)C)cc1 (centres undefined),0%,3%,/,-1%,1.7µM*,14,-2
COc1ccc(OC)c(-n2c(=S)[nH]c3cc(C(=O)NCCCN4CCCC4=O)ccc3c2=O)c1,/,1%,37%[activator],1%,5%,-7,5
CCN(CC)C(=O)c1cn(CC)c(=O)c2cc(OC)c(OC)cc12,1%,-2%,84%[activator],0%,29%,-8,-2
O=C(COC(=O)C1CC2C=CC1C2)Nc1ccccc1 (centres undefined),-1%,-1%,70%[activator],0%,31%[activator],32,27*
C/C(=N\N1CCN(c2ccc(Cl)cc2)CC1)c1ccco1,1%,19%,46%[activator],0%,9%,19,7
Cc1ccc(N2CC(C(=O)OCc3ccccc3F)CC2=O)cc1 (centres undefined),-9%,16%,/,7%,16%,-3,2
COc1cc(C(=O)NC(=S)Nc2ccc(Cl)cn2)cc(OC)c1OC,-11%,60%,0%,-2%,23%,1,1
CC(C)n1cc(CN2CCCC(C(=O)Nc3cccc(-c4cc5ccccc5[nH]4)c3)C2)cn1 (centres undefined),-1%,136%[activator],9%,-3%,?,-6,-4

# Three structures out of the list, arranged by SMILES length, descending:
SMILES,Tb PYK inh,AmpC inh no detg,Pf growth 96h,LmPK inhibitor,Pf growth 48h,Shiga inhibitor,Cycloheximide cs
Cc1ccc(C2(C)NC(=O)N(CCOc3ccccc3)C2=O)cc1 (centres undefined),-7%,-10%,?,-2%,-23%,-8,-3
CCSc1c(C(=O)NC)ccc2c1C(=O)c1ccccc1C2=O,0%,-21%,15µM*,-2%,-9%,-15,-2
C/C(=N\N1CCN(c2ccc(Cl)cc2)CC1)c1ccco1,1%,19%,46%[activator],0%,9%,19,7

# Next part:
SMILES,Tb PYK inh,AmpC inh no detg,Pf growth 96h,LmPK inhibitor,Pf growth 48h,Shiga inhibitor,Cycloheximide cs
COc1ccc(NC(=S)NNC(=O)OC(C)(C)C)cc1OC,-24%,-29%,8%,-2%,/,-24,-1
CN(C)c1ccc(-c2nnn(CC(=O)NCc3ccc4c(c3)OCO4)n2)cc1,1%,-25%,?,5%,38%[activator],59,28*
CCOc1ccc(S(=O)(=O)Nc2ccn(C)n2)cc1,-1%,-16%,-18%,/,-7%,/,/
CCN1CCN(c2cc(C)c3cc(NC(=O)c4ccc5c(c4)OCO5)ccc3n2)CC1,1%,12%,-5%,6%,3.3µM*,-8,-2
Cc1nn(Cc2noc(C(=O)NCC3CCCO3)n2)c(C)c1Br (centres undefined),2%,0%,?,-6%,21%,17,-2
O=C(CCc1ccccc1)NNC(=O)c1ccco1,-3%,-20%,?,0%,27%,22,0
CCCCCOC(=O)NCCOC(=O)Nc1ccc(C(=O)OCC)cc1,-3%,15%,12µM*,1%,60%[activator],-13,-1
CCOCc1nnc(NC(=O)c2ccco2)s1,2%,-10%,2%,-2%,13%,-1,-1
CC1=C(C(=O)OC(C)C)C(C)NC(=O)N1 (centres undefined),2%,-1%,9.3µM*,4%,0%,1,2
CCOC(=O)c1c(C)n(C)c2ccc(O)c(CN3CCCCC3)c12,-6%,-22%,/,-3%,?,-24,-1
O=S(=O)(c1ccc(Cl)cc1)n1cccn1,1%,-1%,48%[5.75 µM],-1%,-6%,-22,-1
CNC(=O)CC1C(=O)N(C)C(=S)N1NC(=O)c1ccccc1 (centres undefined),-5%,-7%,?,3%,0%,-5,-2
COCCCNC(=O)CN(c1cc(Cl)ccc1OC)S(C)(=O)=O,-9%,-2%,2%,0%,7%,28,-4
O=C(CCc1ccccc1)Nc1ccc(NS(=O)(=O)c2ccccc2)cc1,2%,-40%,5%,1%,-21%,-6,-3
Cc1cc(OCCCn2cnc3ccccc3c2=O)ccc1[N+](=O)[O-],8%,-22%,-21%,2%,6%,-7,-3
CC(Sc1nc(N)cc(N)n1)C(=O)NCC1CCCO1 (centres undefined),1%,-12%,?,/,?,/,/
CC(C)(C)c1ccc(-c2nnc(SCC(=O)O)n2N)cc1,-12%,-23%,-11%,-7%,5%,4,-4
CC(C)Oc1ccc(C(CC(=O)O)NC(=O)CSc2ncn[nH]2)cc1 (centres undefined),5%,-10%,1%,-7%,4%,-14,2
COc1ccc(S(=O)(=O)N(CC(=O)NCc2ccccn2)c2ccc(Cl)cc2)cc1,0%,103%[activator],32%[activator],-1%,10µM*,-4,8
Cc1ccc(-c2noc(CN3CCOCC3)n2)cc1,-7%,-2%,53%[activator],-1%,87%[activator],76*,39*
CC1CCCN(C(=O)C2c3ccccc3C(=O)N3CCc4ccccc4C23)C1 (centres undefined),6%,-19%,?,-1%,?,-12,-3
CC(=O)c1ccc(OCC(=O)NC2CCS(=O)(=O)C2)cc1 (centres undefined),-2%,1%,-22%,-2%,35%[activator],-10,-4
COc1ccc(NC(=O)CCCN(C)S(=O)(=O)c2ccc(C)cc2)cc1,5%,-21%,?,0%,-18%,13,1
O=C(N/N=C/c1ccc(O)cc1)c1cc(-c2ccccc2)nc2ccccc12,1%,-53%,1%,2%,16%,65*,34*

# Next section, overlapping the part above by 2 compounds.
SMILES,Tb PYK inh,AmpC inh no detg,Pf growth 96h,LmPK inhibitor,Pf growth 48h,Shiga inhibitor,Cycloheximide cs
COc1ccc(NC(=O)CCCN(C)S(=O)(=O)c2ccc(C)cc2)cc1,5%,-21%,?,0%,-18%,13,1
O=C(N/N=C/c1ccc(O)cc1)c1cc(-c2ccccc2)nc2ccccc12,1%,-53%,1%,2%,16%,65*,34*
O=C(NNC(=O)C1CCC1)c1cccc(Cl)c1,0%,-5%,-13%,/,2%,/,/
CCOCCn1c(=NC(=O)c2cc(Cl)sc2Cl)sc2cc(S(N)(=O)=O)ccc21,/,-35%,-7%,2%,7%,-13,9
O=C(Nc1ccc2c(c1)OCO2)Nc1ccccn1,-6%,-4%,0%,-6%,i,99*,55*
COc1ccccc1-n1cnc2cc(C(=O)NC3CCCC3)ccc21,-5%,-16%,?,9%,?,19*,2
CC(C)C[C@H](NC(=O)[C@@H]1Cc2c([nH]c3ccccc23)C2c3ccccc3C(=O)N21)C(=O)NCC1CCCO1 (some centres undefined),4%,66%[activator],9.3µM*,-1%,?,-7,-3
COc1ccccc1NC(=O)CC(=O)CSc1nnc(-c2ccc(C)cc2)n1-c1ccccc1,1%,1%,27%,1%,-24%,8,1
CC(C)(C)C(=O)N(Cc1nc2ccccc2c(=O)[nH]1)Cc1cccs1,-6%,-46%,12µM*,-3%,-16%,-13,-6
C=CCn1c(SCC(=O)NC(=O)NCc2ccco2)nc2sc(C)c(C)c2c1=O,-1%,2%,?,7%,19%,18,-6
Cc1ccc(-c2noc(CCC(=O)N3CCCC3)n2)cc1,-1%,-6%,32%[activator],1%,53%[activator],46*,27*
COc1ccc(NC(=O)C(c2cc3c(cc2[N+](=O)[O-])OCO3)N(C)C)cc1 (centres undefined),-5%,-26%,?,0%,23%,23,-2
O=C(NC1CCCC1)c1ccc(CS(=O)(=O)Cc2ccccc2F)o1,4%,-17%,?,0%,-9%,-6,-1
